Bioassay records as filed in PubChem.
HT29 cell growth-1 – HT29 colon tumor cell growth inhibition, primary screen, imaging, high content imaging, 24 h, CellTiter-Glo (AID 770); HT29 cell number by imaging, 24 h; stronger effect = higher value; 3,300 tested, under 10 active; growth inhibition, % at 10 µM;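 active means growth inhibition above 90% in viable cell count at a single dose; inactive means growth inhibition below 90%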
A549 NSCLC growth – A549 NSCLC cell proliferation inhibitors – ATP luminescence, human non-small cell lung line, primary screen (AID 371). 8.4% of 3,300 active. growth inhibition, % at 10 µM. A549 growth inhibition, ATP luminescence; stronger effect = higher value;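 active means mean growth inhibition over the two runs of 50% or more; inactive means mean growth inhibition under 50%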;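 further: compound exposure lasted 72 h before the ATP read; 0% = untreated cell signal and 100% = no luminescence left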
AID772 – HT29 colon tumor cell growth inhibition, primary screen, imaging, high content imaging, 72 h, CellTiter-Glo (AID 772) | HT29 cell growth, HCS imaging cell count, 72 h; stronger effect = higher value | growth inhibition, % at 10 µM | 0.6% of 3,300 active;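 active means growth inhibition above 90%, meaning viable cell count cut by more than 90% versus vehicle controls; inactive means growth inhibition below 90%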
HT29 cell growth-2 – HT29 colon tumor cell growth inhibition, primary screen, imaging, high content imaging, 48 h, CellTiter-Glo (AID 771) | HT29 cell growth, HCS imaging cell count, 48 h; stronger effect = higher value | growth inhibition, % at 10 µM | 2% of 3,300 active;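 active means growth inhibition above 90%, meaning viable cell count by imaging cut by more than 90% versus vehicle controls; inactive means growth inhibition below 90%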;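 further: percent fewer viable cells counted by imaging than vehicle controls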
AID364 – cytotoxicity toward Jurkat T cells, primary screen, cell-based, Jurkat E6.1, NIH starter set (AID 364). Jurkat E6.1 viability, ATP luminescence, 48 h; higher % means a stronger effect. inhibition, % at 4 µM, or CC50 in µM where a hit was titrated. 2% of 3,300 active;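 active means concentration giving half-maximal inhibition at or below 20 micromolar; inactive means half-maximal concentration above 20 micromolar, or not dose tested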;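 further: 100% = cells treated with 4 µM doxorubicin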
HT29 cell growth-1 condensed nuclei – further read-out of HT29 cell growth-1, marked with its call; condensed nuclei, %; measured here: percent cells with condensed nuclei;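 share of cells whose nuclear area falls below control median minus 1.5 SD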
HT29 cell growth-1 ATP viability – further read-out of HT29 cell growth-1, marked with its call; growth inhibition, %; measured here: ATP CellTiter-Glo viability
HT29 cell growth-2 condensed nuclei – also measured in HT29 cell growth-2; calls as there; condensed nuclei, %; measured here: percent cells with condensed nuclei;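 condensed means Hoechst nuclear area under control median minus 1.5 SD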
AID772 condensed nuclei – recorded beside AID772, whose call it bears; condensed nuclei, %; measured here: percent cells with condensed nuclei;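 condensed means nuclear area below control median minus 1.5 SD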
AID772 second – further read-out of AID772, marked with its call; growth inhibition, %; measured here: ATP CellTiter-Glo viability
Active calls of the source: *.

SMILES	HT29 cell growth-1	HT29 cell growth-1 condensed nuclei	HT29 cell growth-1 ATP viability	A549 NSCLC growth	AID772	AID772 condensed nuclei	AID772 second	HT29 cell growth-2	HT29 cell growth-2 condensed nuclei	AID364
Cc1nnc(NS(=O)(=O)c2ccc(N)cc2)s1	12	3.6	-9	-9	-49	3	-6	-21	5.0	-9%
C[C@]12CC[C@H]3[C@@H](CCC4=CC(=O)CC[C@@]43C)[C@@H]1CC[C@@H]2C(=O)CO	26	3.6	30	22	56	25	60	41	16	1%
CN(C)CCCN1c2ccccc2Sc2ccccc21	17	4.2	39	29	64	32	94	41	5.0	2%

Sorted by number of heavy atoms (ascending): some entries from above.
SMILES	HT29 cell growth-1	HT29 cell growth-1 condensed nuclei	HT29 cell growth-1 ATP viability	A549 NSCLC growth	AID772	AID772 condensed nuclei	AID772 second	HT29 cell growth-2	HT29 cell growth-2 condensed nuclei	AID364
Cc1nnc(NS(=O)(=O)c2ccc(N)cc2)s1	12	3.6	-9	-9	-49	3	-6	-21	5.0	-9%
CN(C)CCCN1c2ccccc2Sc2ccccc21	17	4.2	39	29	64	32	94	41	5.0	2%
C[C@]12CC[C@H]3[C@@H](CCC4=CC(=O)CC[C@@]43C)[C@@H]1CC[C@@H]2C(=O)CO	26	3.6	30	22	56	25	60	41	16	1%

Entries of single compounds as entered above. Order of screens: HT29 cell growth-1 | HT29 cell growth-1 condensed nuclei | HT29 cell growth-1 ATP viability | A549 NSCLC growth | AID772 | AID772 condensed nuclei | AID772 second | HT29 cell growth-2 | HT29 cell growth-2 condensed nuclei | AID364
Profile of `CN(C)CCCN1c2ccccc2Sc2ccccc21` → 17 | 4.2 | 39 | 29 | 64 | 32 | 94 | 41 | 5.0 | 2%
Profile of `Cc1nnc(NS(=O)(=O)c2ccc(N)cc2)s1` → 12 | 3.6 | -9 | -9 | -49 | 3 | -6 | -21 | 5.0 | -9%

Not all compounds are listed (hit frequency here may not be typical).
